# High-throughput results deposited in PubChem by National Center for Advancing Translational Sciences (NCATS).
# GAA spleen mod – inhibitors or activators of human alpha-glucosidase in spleen homogenate | P10253 | human spleen homogenate, 4-MU-alpha-glucoside fluorescence | Potency, µM (titrated, usually from 79.9 µM), for inactives: at the highest dose activity change, negative = inhibition, most hits filed as inhibitors | 0.006% of 240,000 active;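 note: 0% = enzyme with vehicle and -100% = no enzyme basal signal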
#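 Compounds were titrated against alpha-glucosidase in spleen homogenate at pH 5.0, with 1 mM 4-methylumbelliferyl substrate for 40 min at 37 C. Reactions were quenched with pH 10 NaOH/glycine and fluorescence measured.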
# Tau FP inhib – inhibitors of human tau fibril formation; 0.39% of 280,000 active; AID 1468; P10636; Potency, µM (titrated, usually from 57.7 µM), inactives show at the top dose activity, negative = inhibition, usual class: inhibitors; K18 P301L tau heparin fibrillization, Alexa594 FP, 6 h; note: % is set by controls: 0 for no effect and ±100 for the full control effect; nearly all actives have a fitted effect of over 55% in size
# Target sequence (P10636 561-689 P618L limits assumed): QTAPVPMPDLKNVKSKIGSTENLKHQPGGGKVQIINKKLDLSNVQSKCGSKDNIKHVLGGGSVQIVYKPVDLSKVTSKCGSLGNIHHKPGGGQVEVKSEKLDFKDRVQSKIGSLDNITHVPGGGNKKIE
#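 Steps: dispense K18 P301L tau (15 uM plus 0.24 uM Alexa 594 tracer, final) in pH 7 sodium acetate; add compound; add heparin (20 uM final); incubate 6 hr, 37 C; add ThT (30 uM final); after 1 hr ambient, read FP.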
# GAA glycogen – alters human alpha-glucosidase cleavage of glycogen. P10253. recombinant GAA, glycogen substrate, Amplex Red glucose oxidase fluorescence. Potency, µM (series often up to 76.4 µM), without a hit: at the top dose activity change, negative = inhibition, hits mostly inhibitors. 0.38% of 300,000 active;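 note: 0% = full enzyme reaction and -100% = no-enzyme basal signal; the screen sought inhibitors and activators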
#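 Natural-substrate format: glycogen cleavage by 4 nM human enzyme, glucose read by Amplex Red coupling (Ex 573, Em 610 nm). Normalized to enzyme and no-enzyme controls.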
# Tau fluor counter – counter-screen for tau fibril formation inhibitors. Potency, µM (doses to about 57.7 µM), without a hit: top-dose activity change, negative = decrease. tau K18 P301L Alexa594 fluorescence, heparin fibrillization. AID 1463. 0.93% of 280,000 active; note: % is set by controls: 0 for no effect and ±100 for the full control effect; nearly all actives have a fitted effect of over 55% in size
#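 Human tau K18 P301L (15 uM unlabeled, 0.24 uM Alexa 594-labeled) in 100 mM sodium acetate pH 7 with 20 uM heparin, 6 hr at 37 C. ThT 30 uM added, 1 hr ambient; Alexa 594 FP and total fluorescence read at 555/632 nm.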
# Tau fibril ThT – inhibitors of human tau fibril formation, thioflavin T binding; Potency, µM (top dose mostly 57.4 µM), inactives show top-dose activity, negative = inhibition, usual class: inhibitors; recombinant tau K18 P301L (four-repeat tau fragment), heparin-induced fibrillization, ThT fluorescence; 2.1% of 270,000 active; note: % is set by controls: 0 for no effect and ±100 for the full control effect; nearly all actives have a fitted effect of over 55% in size
#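 K18 P301L tau (15 uM + 0.24 uM Alexa 594-tagged), heparin 20 uM, NaOAc pH 7, 6 h 37 C; ThT 30 uM, 1 h RT, ex 450/em 510 nm.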
# GAA inhib – alpha-glucosidase (human) inhibition; P10253; purified human GAA, 4-MU-alpha-glucoside fluorescence; Potency, µM (top dose mostly 76.9 µM), for the others: top-dose activity change, negative = inhibition, actives largely listed as inhibitors; 0.005% of 200,000 active;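 note: plate controls were uninhibited enzyme wells for no effect and no-enzyme background for full effect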
#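 qHTS format, compound range up to 77 uM. Human lysosomal enzyme at 4 nM, 400 uM 4-MU glucoside substrate, pH 5.0, 20 min room temperature; fluorescence after alkaline stop gives activity normalized to controls.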
# GLA spleen mod – inhibitors or activators of human alpha-galactosidase in spleen homogenate. 0.008% of 240,000 active. human spleen homogenate, 4MU-alpha-Gal fluorescence, 40 min. Potency, µM (highest dose often 80 µM), without a hit: top-dose activity change, negative = inhibition, usual class: inhibitors;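 note: 0% = enzyme with vehicle and -100% = no enzyme basal signal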
# Target sequence (P06280 32-429 limits assumed): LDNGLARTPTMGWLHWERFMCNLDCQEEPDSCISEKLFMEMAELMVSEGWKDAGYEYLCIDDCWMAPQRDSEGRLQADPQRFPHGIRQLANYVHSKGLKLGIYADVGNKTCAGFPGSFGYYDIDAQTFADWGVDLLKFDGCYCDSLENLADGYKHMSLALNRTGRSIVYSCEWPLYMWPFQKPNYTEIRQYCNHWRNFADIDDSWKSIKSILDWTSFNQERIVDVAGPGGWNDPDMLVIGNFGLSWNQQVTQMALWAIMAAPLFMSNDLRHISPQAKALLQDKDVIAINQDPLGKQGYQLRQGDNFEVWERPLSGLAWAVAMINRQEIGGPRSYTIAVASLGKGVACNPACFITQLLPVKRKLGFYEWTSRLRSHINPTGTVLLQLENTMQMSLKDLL
#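 Inhibition or activation of alpha-galactosidase in human spleen homogenate is scored by 4-MU fluorescence after 40 min at 37C, pH 5.0, with 1 mM substrate. AC50s come from concentration-response fitted to the Hill equation.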
# HTT ATP protect – cytoprotection in Huntington HTT-Q103 PC12 cell model; PC12 HTT-Q103 induced, cytoprotection, ATP luminescence, 40 h; AID 1471; Potency, µM (top dose mostly 56.4 µM), for the others: cytoprotection (ATP increase), most hits filed as activators; 0.14% of 230,000 active;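 note: % of control where 0% means no effect; nearly all actives have a fitted effect of over 45% in size; toxic huntingtin expression switched on by the ecdysone agonist tebufenozide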
#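 Compounds were screened for protection of PC12 cells against cell death after tebufenozide induction (100 nM final) of mutant Huntingtin exon 1 (Q103) fused to GFP.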
# Numbers without * were called inactive; ? = inconclusive; / = no result given; & = joins results of further samples; [ ] = another dose, or the depositor's remark. Calls come from the whole dose curve; as a rule, active = well fitted curve in the direction sought with a large enough effect; inconclusive = small, poorly fitted or top-dose-only effect, or another doubt; inactive = no such curve, though single readings can be large; an effect the other way counts as inactive or inconclusive. Potency is the fitted concentration of half-maximal effect.
compound,Tau fibril ThT,Tau FP inhib,Tau fluor counter,GAA spleen mod,GAA inhib,GLA spleen mod,GAA glycogen,HTT ATP protect
Cc1ccc(Cl)cc1N1CCN(CCCNC(=O)Cn2ncc3c([nH]c4ccccc43)c2=O)CC1,9%,-12%,2%,/,/,/,-7%[76.3 µM],/
Cc1ccc(-c2nc(CCN3C(=O)c4ccccc4C3=O)cs2)cc1,-18%,2%,-22%,-6%,-9%,3%,2%,-2%
OCCN(Cc1ccccc1)Cc1ccc(Cl)cc1Cl,-7%,4%,-15%,-3%,1%,-3%,-6%,?
Oc1ccc(Nc2nc(-c3cccs3)cs2)cc1,?,2%,11µM*[quencher],-2%,2%,-3%,-8%,/
NC(=O)c1nn(-c2ccccc2)nc1NC(=O)Cn1nnc(-c2ccccc2)n1,-5%,-10%,-8%,-6%,-3%,-1%,9%,7%[10 µM]
COc1ccc(C2NCCn3cccc32)cc1 (configuration not stated),?,-5%,-9%,2%,-3%,-3%,10%,-5%[1.9 µM]
COC(=O)CCC(=O)NNC(=O)c1cccc(Br)c1,-2%,1%,3%,0%,2%,5%,6%,-4%[10 µM]
CCn1cc(CN2CCN(Cc3ccc(OC)c(C)c3C)C(CCO)C2)c(C)n1 (configuration not stated),3%,-4%,-1%,7%,4%,7%,0%,2%[10 µM]
Cc1ccc(-n2[nH]c(C)c(/C=N/N3C(=O)c4cccc5cccc(c45)C3=O)c2=O)cc1,22µM*,-3%,-18%,6%,0%,4%,12%,7%[10 µM]
Cc1ccc(-n2c(C)c3c(C)nnc(C)c3c2C)cc1,-11%,-1%,3%,3%,0%,5%,13%,9%
Cc1ccccc1C(=O)Nc1nnc(-c2ccc(F)cc2)o1,-19%,-1%,-15%,0%,-1%,4%,19%,-47%[inhibitor]
CCc1nc2ccccc2n1CCC(C)C,-5%,4%,1%,-1%,-4%,0%,9%,-14%
Cc1nonc1CN(C)C(=O)CC1C(=O)NCCN1Cc1ccc(F)c(F)c1 (configuration not stated),-13%,-4%,-12%,0%,-3%,1%,-2%,1%[10 µM]
C=CCSc1nnc2c(n1)OC=Nc1ccc(Br)cc1-2,?,2%,0%,-9%,0%,-1%,6%,?
Cc1c(C(=O)NCCCN2CCOCC2)oc2ccc(S(=O)(=O)N3CCOCC3)cc12,-3%,-5%,-14%,2%,?,10%,2%,-11%

# (further entries)
compound,Tau fibril ThT,Tau FP inhib,Tau fluor counter,GAA spleen mod,GAA inhib,GLA spleen mod,GAA glycogen,HTT ATP protect
CCOc1ccc(C(=O)CN2CCN(S(=O)(=O)c3ccc(OC)cc3)CC2)cc1,-12%,2%,-3%,0%,?,3%,-13%,9%[1.9 µM]
O=C(CCCCn1c(=O)[nH]c2ccsc2c1=O)NCc1cccnc1,-3%,-13%,-4%,-1%,?,5%,-1%,23%[10 µM]
Cc1cc(CN2CCN(CCC#N)CC2)c(O)c(C2(C)CCCCC2)c1,-14%,7%,-20%,-7%,-4%,-19%,?,-11%
CC1CCN(C(=O)CSc2nc3cccnc3n2C)CC1,-6%,0%,-3%,0%,3%,25%,0%,-35%
CCOc1cc(/C=C(\C#N)C(=O)NCC2CCCO2)ccc1OCC(N)=O (configuration not stated),-13%,1%,-8%,7%,5%,5%,-4%,25%[10 µM]
CC(=O)/C=C1/SC(CC(=O)O)C(=O)N1c1ccccc1 (configuration not stated),-2%,6%,1%,2%,6%,-1%,-12%,2%[10 µM]
COCCN(CCOC)S(=O)(=O)c1ccc(C(=O)Nc2ccc([N+](=O)[O-])cc2OC)cc1,?,-6%,-24%,-1%,-2%,0%,-7%,-8%[10 µM]
CCOC(=O)C(C)Oc1cccc2c(=O)n(CC(=O)N3CCN(C(=O)OCC)CC3)ccc12 (configuration not stated),-13%,4%,-9%,-3%,-5%,0%,6%,-16%
COc1ccc2c(c1)CCCC21NC(=O)N(CC(=O)NC(=O)NCc2ccccc2)C1=O (configuration not stated),10%,5%,6%,/,?,2%,-7%,-15%
O=C(c1ccc(-c2cccc(Cl)c2Cl)o1)N1CCOCC1,-5%,-7%,-1%,0%,3%,-3%,20%,-54%
COc1ccc2c(c1)c(CC(=O)Nc1cccc(F)c1C)c(C)n2C(=O)c1ccc(Cl)cc1,-2%,?,-24%,/,/,/,-2%[76.3 µM],/
OCCN(/C=N/c1nc(-c2ccc(Br)cc2)cs1)CCO,-27%,?,-28%,-8%,-11%,14%,3%,5%
COc1ccc2nc(SCC(=O)N3CCN(c4ccc(F)cc4)CC3)c(C#N)cc2c1,-19%,6%,?,-4%,1%,-1%,10%,-2%[1.9 µM]
Cc1cnc(C(=O)OCC(=O)N2CCN(C(=O)c3ccco3)CC2)cn1,-6%,4%,-1%,1%,2%,5%,-1%,9%
COc1cc(OC)cc(C(=O)NCCSc2c[nH]c3ccccc23)c1,/,12%,?,-9%,/,-5%,-17%,-3%[10 µM]

# Record cards (already shown). Order of screens: Tau fibril ThT, Tau FP inhib, Tau fluor counter, GAA spleen mod, GAA inhib, GLA spleen mod, GAA glycogen, HTT ATP protect
# COc1ccc2nc(SCC(=O)N3CCN(c4ccc(F)cc4)CC3)c(C#N)cc2c1 in the list: -19%, 6%, ?, -4%, 1%, -1%, 10%, -2%[1.9 µM]
# COc1ccc2c(c1)CCCC21NC(=O)N(CC(=O)NC(=O)NCc2ccccc2)C1=O (configuration not stated) in the list: 10%, 5%, 6%, /, ?, 2%, -7%, -15%

# Other results follow:
compound,Tau fibril ThT,Tau FP inhib,Tau fluor counter,GAA spleen mod,GAA inhib,GLA spleen mod,GAA glycogen,HTT ATP protect
Cc1c(CCO)c(=O)n(-c2ccccc2)n1S(=O)(=O)c1ccc(Cl)cc1,-9%,10%,-2%,-3%,2%,-4%,?,1%
COc1cccc(-n2c(=O)c3c(C)c(C(=O)N(C)C)sc3n(CC(=O)NCCc3ccc(OC)c(OC)c3)c2=O)c1,7%&8%,2%&-4%,2%&6%,0%,-6%,-12%,-14%,-27%
CCOCCOc1nc(C)cc(C)c1S(=O)(=O)c1ccccc1C,-4%,1%,-2%,-7%,1%,2%,0%,23%[10 µM]
Cc1cccc(OCC(=O)NNC(=O)c2ccc([N+](=O)[O-])cc2)c1,-7%,5%,6%,-10%,-2%,2%,-4%,-14%[10 µM]
CC1(C(=O)NCCCN2CCOCC2)Oc2cccnc2NC1=O (configuration not stated),4%,-4%,3%,-11%,2%,-1%,11%,-18%
CCOC(=O)c1sc(C)c2c(=O)n(CCCN3CCOCC3)cnc12,6%,-6%,6%,-4%,-1%,-4%,0%,2%
CS(=O)(=O)Nc1cccc(-c2nc(NCc3cccs3)c3ccccc3n2)c1,?,-17%,?,-1%,/,-20%,/,-35%[inhibitor]
Cc1c(NC(=O)CN2CCCc3ccccc32)c(=O)n(-c2ccccc2)n1C,2%,-3%,-5%,0%,0%,-19%,-7%,-2%[10 µM]
CCc1nnc(NC(=O)CCC(=O)NC2CCCc3ccccc32)s1 (configuration not stated),1%,-2%,3%,3%,-1%,2%,-9%,-5%[10 µM]
Cc1cccc(N(C)S(=O)(=O)c2ccc3[nH]c(=O)c(=O)[nH]c3c2)c1,-1%,0%,-3%,3%,4%,11%,7%,16%
CCOC(=O)c1cc([N+](=O)[O-])sc1NC(=O)CC,-3%,-2%,-7%,-9%,7%,-9%,22%,2%[10 µM]
CCc1cc2c(=O)n(C(C)C(=O)OC3CCCCC3)cnc2s1 (configuration not stated),-6%,-17%,-9%,5%,-6%,1%,-1%,-3%
CC(C)[N+]1(C)[C@@H]2CC[C@H]1CC(OC(=O)[C@@H](CO)c1ccccc1)C2 (some centres not stated),-8%,1%,-6%,-6%,/,10%,/,?
COc1ccc(NC(=O)C2CCCN(S(=O)(=O)c3ccc4c(c3)oc(=O)n4C)C2)cc1OC (configuration not stated),-12%,-8%,-13%,-17%,3%,4%,0%,-8%
Cc1ccc(COc2cccc3c2CCN(Cc2ccc(F)cc2)C3=O)cc1,-14%,5%,-8%,0%,1%,1%,-10%,6%[10 µM]

# Results in Tau FP inhib, Tau fibril ThT and HTT ATP protect, for 3 of the compounds above:
canonical_smiles | Tau FP inhib | Tau fibril ThT | HTT ATP protect
Cc1ccc(COc2cccc3c2CCN(Cc2ccc(F)cc2)C3=O)cc1 | 5% | -14% | 6%[10 µM]
CC(C)[N+]1(C)[C@@H]2CC[C@H]1CC(OC(=O)[C@@H](CO)c1ccccc1)C2 (some centres not stated) | 1% | -8% | ?
CS(=O)(=O)Nc1cccc(-c2nc(NCc3cccs3)c3ccccc3n2)c1 | -17% | ? | -35%[inhibitor]

# Remaining list, next part.
compound,Tau fibril ThT,Tau FP inhib,Tau fluor counter,GAA spleen mod,GAA inhib,GLA spleen mod,GAA glycogen,HTT ATP protect
Cc1cccc(NC(=O)c2ccccc2OCC(=O)c2ccccc2)c1,-2%,-15%,-29%,6%,2%,3%,-9%,2%
Cc1cc(C(=O)OCC(=O)N2CCN(c3ccccc3)CC2)c2ccccc2n1,?,-8%,-10%,-3%,-3%,-2%,7%,-6%
Cc1cc(C)cc(NS(=O)(=O)c2ccc3[nH]cc(C(=O)N4CCCCC4)c(=O)c3c2)c1,-4%,-10%,-17%,/,/,/,-2%[76.3 µM],/
NS(=O)(=O)c1ccc(NC(=O)Nc2ccccc2)cc1,2%,2%,-3%,4%,/,1%,3%,-21%[10 µM]
O=C(NCCCN1CCN(c2ccc(F)cc2)CC1)Nc1ccc(Cl)cc1,-15%,-5%,?,/,/,/,13%[76.3 µM],/
Cc1cccc(N2C(=O)CC(NNc3nc4ccccc4s3)C2=O)c1 (configuration not stated),-16%,6%,-3%,5%,?,-4%,4%,14%[10 µM]
Cc1ccc(C(=O)O)cc1S(=O)(=O)N1CCSCC1,2%,-1%,3%,-15%,-6%,-7%,1%,-22%[10 µM]
COc1ccc(OC)c(-c2cc(C(=O)NCc3cccs3)no2)c1,?,?,?,-22%,-4%,-13%,4%,?
O=C(COC(=O)c1ccc[nH]c1=O)Nc1ccc2c(c1)OC(F)(F)O2,-1%,-3%,-8%,1%,-4%,3%,4%,-20%[10 µM]
CCn1c2ccccc2c2nnc(SCC(=O)OCN3C(=O)c4ccccc4C3=O)nc21,-4%,0%,-2%,4%,2%,-4%,4%,-12%[10 µM]
O=C(/C=C\c1cccs1)c1c(O)ccc2ccc(=O)oc12,?,10%,-15%,-1%,?,0%,2%,12%[10 µM]
